HSF1 inh: HSF1 inhibitors in luciferase reporter cells, primary screen, cell-based, NIH3T3, luminescence; NIH3T3-HGL HSE-luciferase, MG132-induced, luminescence 8 h; hits give low values; activity change, negative = inhibition, % at 7.5 µM (by protocol); 0.77% of 300,000 active;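 active means more than half of replicate wells show activity change below -50%, luminescence cut by over half; inconclusive means some wells, but at most half, below -50%; inactive means no replicate well below -50%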;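 further: luciferase reports HSF-1 transcriptional activity via heat shock element; 0% = median of DMSO wells and -100% = zero luminescence signal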
PolyA inh: polyadenylation inhibitors in yeast reporter cells, primary screen, luminescence, S. cerevisiae; S. cerevisiae SKY197-pL101 polyadenylation reporter, beta-gal luminescence; efflux-impaired pdr1/pdr3 knockout yeast; score 100 = 6 SD above DMSO; AID 1875, 2009; 0.02% of 300,000 active; calls only at 12 µM;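 active means lowest replicate activity score at least 50, where 100 means six control SD above control mean; inconclusive means lowest score under 50 but half or more replicates reach 50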;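 further: yeast exposed to compound for 9 h at 30 °C; higher score means more reporter readthrough which indicates perturbed polyadenylation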
DYRK1A inh: rat Dyrk1A kinase inhibitors, primary screen, biochemical, single point, plate reader. Dual specificity tyrosine-phosphorylation-regulated kinase 1A (Rattus norvegicus), Q63470. ADP-Glo luminescence, NFATc1 peptide. inhibition, % at 12.5 µM. 0.43% of 310,000 active. AID 504441, 2011; in the data active means inhibition above about 50%;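 further: plate controls were vehicle with enzyme for no effect and no enzyme for full effect; many of its hits are not listed in these tables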
AI-2 QS mod: Vibrio harveyi AI-2 quorum sensing modulators, primary screen, JMH597 strain, luminescence/OD600 ratio | Vibrio harveyi JMH597 AI-2 luminescence/OD600 ratio, 9 h; hits give low values; strain lacks LuxN and CqsS sensors; 0 = neutral-control median | activity change, % at 7.5 µM | 0.4% of 300,000 active | AID 2094, 2009; in the data active means activity change below about -75%, passing the limit was not always enough; inconclusive means no clear call, values can overlap the other calls;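 further: luminescence divided by OD600 gain over 9 h not by final OD600 alone; inactives centre near 13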
HDAC3 inh: HDAC3 deacetylase inhibitors, primary screen, biochemical, fluorescence, cell-free homogeneous; Histone deacetylase 3 (Homo sapiens), O15379; recombinant HDAC3, fluorogenic peptide/trypsin coupled; inhibition, % at 8.3 µM; 0.15% of 320,000 active; in the data active means inhibition above about 26%, passing the limit was not always enough; inconclusive means no clear call, values can overlap the other calls
Target sequence (O15379 whole entry, looked up): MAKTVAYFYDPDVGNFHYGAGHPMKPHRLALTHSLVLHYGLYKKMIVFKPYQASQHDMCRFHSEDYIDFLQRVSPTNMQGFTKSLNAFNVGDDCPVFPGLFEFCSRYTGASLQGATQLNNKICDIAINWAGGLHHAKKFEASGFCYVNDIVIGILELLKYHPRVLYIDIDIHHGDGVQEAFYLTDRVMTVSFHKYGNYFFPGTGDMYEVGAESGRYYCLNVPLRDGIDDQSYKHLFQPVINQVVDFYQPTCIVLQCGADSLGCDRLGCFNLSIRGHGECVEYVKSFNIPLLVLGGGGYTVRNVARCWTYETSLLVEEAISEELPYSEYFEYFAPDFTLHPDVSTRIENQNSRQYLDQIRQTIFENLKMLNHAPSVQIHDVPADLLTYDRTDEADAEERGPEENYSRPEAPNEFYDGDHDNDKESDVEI
GSK3 alpha inh: blockers of GSK3A enzyme activity – biochemical, luminescence, cell-free homogeneous, HTS, primary screen | GSK-3 alpha kinase, ADP-Glo luminescence, 60 min | inhibition, % at 10 µM | 0.1% of 320,000 active;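 in the data active means inhibition above about 50%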;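 further: GST-tagged GSK-3 alpha with peptide substrate and 25 µM ATP; 0% = DMSO neutral wells and 100% = GW8510 positive control wells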
GSK3beta inhib: human GSK3beta kinase inhibitors, primary screen, biochemical, cell-free homogeneous, HTS; activity score (negative = inhibition), % at 10 µM; 0.038% of 300,000 active; GST-GSK3beta kinase, ADP-Glo luminescence, 60 min; hits give low values; Glycogen synthase kinase-3 beta (Homo sapiens), P49841;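 active means more than half of replicate wells score below -50%, meaning over 50% inhibition versus plate controls; inconclusive means some replicates but at most half score below -50%; inactive means no replicate scores below -50%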;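 further: 0% = median DMSO wells and -100% = median GW8510 positive control wells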
Target sequence (P49841 whole entry, looked up): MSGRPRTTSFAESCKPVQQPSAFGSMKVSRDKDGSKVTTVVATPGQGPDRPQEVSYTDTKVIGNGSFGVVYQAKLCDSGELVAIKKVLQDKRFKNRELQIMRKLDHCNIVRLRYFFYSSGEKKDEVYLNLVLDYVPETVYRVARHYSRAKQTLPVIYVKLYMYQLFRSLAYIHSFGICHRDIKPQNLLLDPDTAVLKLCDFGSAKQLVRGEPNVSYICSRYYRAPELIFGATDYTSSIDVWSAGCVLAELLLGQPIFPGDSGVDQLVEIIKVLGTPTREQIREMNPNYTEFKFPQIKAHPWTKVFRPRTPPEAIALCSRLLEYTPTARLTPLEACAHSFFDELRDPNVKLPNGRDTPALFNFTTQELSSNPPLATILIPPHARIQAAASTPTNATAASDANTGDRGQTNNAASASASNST
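Test system: GST-tagged human GSK3beta kinase, cell-free; evaluation: activity score scaled between in-plate DMSO and GW8510 controls; measured by: ADP-Glo luminescence; incubation: 60 min reaction, RT; benchmarks: DMSO and 20 µM GW8510; reagent: peptide substrate plus 25 µM ATP (final); medium: Tris/MgCl2 kinase buffer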
HSF-1 act: HSF-1 activators, primary screen, NIH3T3-HGL cells, MG132 stress, luminescence, single point; NIH3T3-HGL HSF-1 luciferase reporter, 8 h; 100% = twice DMSO control signal; activation, % at 9 µM; 1.7% of 300,000 active; AID 504408, 2011;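 active means mean replicate activation of at least 50% with a set share of replicates each reaching 50%; inconclusive means only one of those two conditions met; inactive means mean below 50% and too few replicates reaching it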;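 further: 0% = median of the neutral control wells and 100% = twice that signal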
Platelet DG rel: inhibitors of platelet dense granule secretion, primary screen, cell-based, MLPCN, human platelets | human platelet-rich plasma, SFLLRN dense granule ATP release, luminescence | inhibition, %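 (compounds screened at 7.5 µM in platelet-rich plasma)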 | 0.22% of 300,000 active | AID 1663, 2009;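 active means mean replicate score, as percent of positive control, at or above 50; inconclusive means mean below 50 but at least one replicate at or above 50; inactive means mean and every replicate below 50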
HSP90 refold inh: HSP90 inhibitors, primary screen, cell lysate, luminescence. Heat shock protein HSP 90 (rabbit reticulocyte lysate; luciferase refolding). Rabbit reticulocyte lysate, luciferase refolding luminescence, 3 h. inhibition, % at 5.6 µM. 0.91% of 290,000 active;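 active means inhibition above the screen-wide mean plus 3 SD, computed separately per campaign, cut at about 16% in these data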;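 further: 0% = DMSO wells and 100% = 60 µM geldanamycin wells; inhibitors lower the luminescence because luciferase stays unfolded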
* marks the source's active call; other numbers are inactive results; i = inactive; ? = inconclusive; / = no result given. Not all compounds are listed; count on the stated rates, not on these rows.

SMILES	HSF1 inh	PolyA inh	DYRK1A inh	AI-2 QS mod	HDAC3 inh	GSK3 alpha inh	GSK3beta inhib	HSF-1 act	Platelet DG rel	HSP90 refold inh
COc1ccc2[nH]c(O)c(N=NC(=O)Cc3cccs3)c2c1	-6	i	/	20	5	14	-10	-26	1	23*
Cc1ccc2nc(NC(=O)COC(=O)c3ccco3)sc2c1	17	i	-6	-92*	3	0	3	33	2	-1
O=C(NCCc1ccccc1F)c1cccc2cccnc12	24	i	21	-3	0	5	7	35	-31	3
O=C(NCC(O)COc1ccc([N+](=O)[O-])cc1)Nc1ccccc1 (stereo not given)	-12	i	-1	23	3	-4	1	-4	-1	2
Cc1ccc(C(=O)O)cc1NC(=S)NCCc1ccccc1	2	i	-19	14	11	1	-2	8	-6	-5
CC(C)(C)NC(=O)Cn1cc(C#N)c2cc(Br)ccc21	-4	i	1	3	-2	-2	-3	-2	-11	7
COc1ccc(C2CC(=O)C=C(NCCC(C)C)C2)cc1 (stereo not given)	-6	i	7	39	-3	23	-2	5	0	2
COC(=O)C1=C(C)OC(N)=C(C#N)C1c1ccsc1 (stereo not given)	0	i	2	5	8	-1	1	12	-2	-3
COc1ccc(N2CCN(C(=O)c3ccc(NC(=O)C4=CSCCO4)cc3)CC2)cc1	14	i	2	20	-5	-1	0	11	8	-2
CC(Nc1cccc(F)c1)C(=O)Nc1ccc(S(N)(=O)=O)cc1 (stereo not given)	-2	i	5	13	4	-2	0	6	-3	-1
CCc1ccc(/C=N/NC(=O)c2ccccn2)cc1	13	i	6	22	-5	4	-2	44	44	23*
O=C(N/N=C/c1c(O)n(Cc2ccccc2)c(=O)c2ccccc12)c1cccnc1	1	i	/	19	8	-1	3	17	4	3
CCN(CC)S(=O)(=O)c1ccc(-c2nnc(SC)o2)cc1	-12	i	-1	13	10	3	0	10	2	2
CCN(CC)C(=O)c1cccc(C)c1	1	i	6	29	-10	-1	1	-3	2	/
Cc1ccc(NC(=O)c2sccc2-n2cccc2)c(C)c1	11	i	1	8	3	0	1	3	1	0
Cc1cnc(NC(=O)CSc2nnc(C)n2N)s1	0	i	5	37	8	-1	2	-9	-7	5
Clc1ccc(-c2cc(CSc3ccccc3)on2)cc1	33	i	-3	-13	5	-3	-3	66*	1	-3
CC(C)(C)[C@H]1C=C(C(=O)Nc2ccccc2)O[C@@H](OCc2ccc(CO)cc2)C1	-33	i	4	18	8	-2	-6	-36	-2	-1
COc1ccc(-c2nnc(SC)nc2-c2ccc(OC)c([N+](=O)[O-])c2)cc1[N+](=O)[O-]	12	i	/	9	6	-2	-4	11	5	/
O=C(c1cccc(F)c1)N1CCN=C1SCc1cccnc1	-4	i	4	20	-3	1	1	1	-3	1

Next section; it opens with the 2 that closed the last part.
SMILES	HSF1 inh	PolyA inh	DYRK1A inh	AI-2 QS mod	HDAC3 inh	GSK3 alpha inh	GSK3beta inhib	HSF-1 act	Platelet DG rel	HSP90 refold inh
COc1ccc(-c2nnc(SC)nc2-c2ccc(OC)c([N+](=O)[O-])c2)cc1[N+](=O)[O-]	12	i	/	9	6	-2	-4	11	5	/
O=C(c1cccc(F)c1)N1CCN=C1SCc1cccnc1	-4	i	4	20	-3	1	1	1	-3	1
Cc1ccc2cc(CCNS(=O)(=O)c3ccc(F)cc3)c(=O)[nH]c2c1	/	/	0	/	0	-1	/	/	/	-1
C/C(=C\C(=O)c1ccc(Cl)s1)N(C)C	16	i	2	-14	5	/	4	40	-2	-6
Cc1ccc(S(=O)(=O)NCCNC(=O)c2ccc(C)nc2)cc1	-4	i	-1	15	0	1	0	1	-3	2
Cc1cccc(NC(=O)CSCC(=O)N2CCCc3ccccc32)c1	-3	i	2	8	4	-1	2	0	8	/
CCN(CC)c1ccc(S(=O)(=O)N2CCOCC2)cc1NC(=O)CN1CCc2ccccc2C1	7	i	-3	14	1	-1	1	7	-1	-2
O=C(Nc1ccc(N2CCOCC2)cc1)C1CC(=O)N(c2ccc(F)cc2)C1 (stereo not given)	5	i	/	2	-3	4	-1	-7	27	-3
CCSc1nnc(NC(=O)c2csc(C)c2)s1	13	i	-6	13	0	-2	0	23	3	5
CCC1(C)Cc2[nH]c(=O)c(C#N)cc2CO1 (stereo not given)	-8	i	-4	40	-55	13	2	-14	-3	-1
CCOC(=O)c1sc(NC(=O)CC)c(C#N)c1C	4	i	3	15	-9	-2	13	-9	2	-7
Cc1onc(-c2ccccc2)c1C(=O)N/N=C/c1c[nH]c2ccccc12	4	i	4	4	12	0	4	14	2	-4
Cc1ccc(O)c(NC(=O)c2noc(C(C)C)c2[N+](=O)[O-])c1	55	i	-1	55	2	-2	2	73*	12	-4
CCOC(=O)CSc1ccc(-c2nc3ccccc3[nH]2)cn1	4	i	-1	8	-5	3	0	15	2	7
CCN(CC)C(=O)N1CCC(NC(=O)c2ccc(C(C)(C)C)cc2)CC1	-6	/	-1	11	0	4	0	-10	3	3
O=C(COC(=O)c1cccc(S(=O)(=O)N2CCc3ccccc3C2)c1)NCc1ccco1	-3	i	4	23	-1	/	0	9	-2	2
C=CCn1c(N)cc(=O)nc1SC(CC)C(=O)Nc1ccc(C(C)=O)cc1 (stereo not given)	13	i	0	/	4	-4	/	40	-2	-3
Cc1ccc(NC(=O)/C(=C\c2ccc3c(c2)OCO3)NC(=O)c2ccco2)cc1	-2	i	-1	-7	0	-1	-4	-6	2	-1
CSc1ccccc1NC(=O)N1CCCC(C(=O)c2ccc3c(c2)OCO3)C1 (stereo not given)	-5	i	-9	21	-5	-2	3	13	-9	8
O=C(NCC1CCCC(CNC(=O)Nc2ccc(Cl)cn2)C1)Nc1ccc(Cl)cn1 (stereo not given)	29	i	-3	23	3	-3	0	56*	2	2
CCc1ccc(Nc2nc(N3CCOCC3)nc(N3CCOCC3)n2)cc1	-8	i	4	2	0	-1	-3	0	-4	-6
O=C(CSc1nnc2ccccn12)NNC(=O)c1ccc(Cl)cc1	0	i	1	19	1	0	5	-3	-4	5
O=c1c2cnn(-c3ccccc3)c2ncn1Cc1ccccn1	-12	i	10	14	-1	-3	1	-26	-3	-3
O=C(c1cccc([N+](=O)[O-])c1)N1CCN(c2n[nH]c(=O)[nH]c2=O)CC1	1	i	5	1	7	-2	2	-1	-2	-6
CCC(=O)Nn1c(C2CCC2)nc2ccccc2c1=O	-4	i	-2	16	3	3	2	2	-6	-1
CCN(CC)C(=O)Cn1nnc(-c2ccc(C)o2)n1	-3	i	-2	9	3	-1	4	-15	5	-2
CCOc1ccc(-c2nnc(Nc3ccc(OC)c(C(=O)N4CCCCC4)c3)c3ccccc23)cc1	6	i	2	26	9	1	0	43	3	9
CCCc1cc(=O)oc2c(C)c(OC(C)C(=O)NCCN3CCOCC3)ccc12 (stereo not given)	0	i	3	0	-11	-2	11	-3	1	-2
COc1ccc(OC)c(/C=C2\Oc3cc(OCC(=O)N4CCC(C(=O)O)CC4)ccc3C2=O)c1	-2	i	12	6	5	0	2	0	4	-4
O=c1[nH]c2ccc(Br)cc2c(-c2ccccc2)c1N1CCOCC1	1	i	1	2	6	1	1	3	-4	-2
COC(=O)c1sc(NC(=O)c2cc3c(s2)CCCC3)nc1C	11	i	7	11	1	1	0	32	-2	11
CCSc1nnc(NC(=O)C2CC2c2ccccc2)s1 (stereo not given)	-7	i	0	27	1	-3	0	-2	?	-1
COc1nc(NCCC2=CCCCC2)nc(OC)n1	8	i	1	10	3	0	0	19	-2	-1
CCc1cc2c(=O)n(Cc3ccccc3)c(SC3CCOC3=O)nc2s1 (stereo not given)	2	i	0	17	4	-4	2	17	-3	5
O=C(O)C1CCCCC1C(=O)N1CCCC1 (stereo not given)	2	i	-4	69	-2	-1	2	12	3	4
O=C(NC(NC(=S)N1CCOCC1)C(Cl)(Cl)Cl)c1cccc2ccccc12 (stereo not given)	14	i	8	9	-4	-2	3	28	-6	-1
CSC(=CC(=O)c1ccccc1)SC	1	i	/	9	5	-1	0	-8	-4	3
Cc1onc(-c2ccccc2Cl)c1C(=O)N1CCOC12CCN(c1cccc(F)n1)CC2	11	i	-4	-2	-1	-3	1	13	-5	-1
O=C1CSc2ccc(S(=O)(=O)NCc3ccc(F)cc3)cc2N1	-8	i	0	18	6	-1	-1	0	3	0
CC(CN1CCOCC1)(NS(=O)(=O)c1ccccc1)c1ccccc1 (stereo not given)	3	i	-4	7	13	-2	3	25	3	0
COc1ccccc1C(=O)N(Cc1nc(-c2ccc(Cl)cc2)no1)C(C)C	2	i	0	17	6	0	0	15	3	2
CCS(=O)(=O)N1Cc2ccccc2CC1C(=O)Nc1ccc(F)cc1 (stereo not given)	2	i	0	33	/	-2	-1	2	-2	2
COc1ccc(S(=O)(=O)n2nc(-c3ccc(Cl)cc3)cc2N)cc1	1	i	-4	-3	12	0	4	7	-1	0
CCO[C@H]1OC(C(=O)NCc2nc3ccccc3[nH]2)=C[C@@H](C2CCCCC2)[C@@H]1CCCO	-5	i	-4	5	3	-1	4	-2	2	6
C=CCNC(=O)C(=O)Nc1cc2c3c(c1)CCC(=O)N3CCC2	-7	i	0	18	1	0	-1	-10	-6	1
COC(=O)c1ccsc1NC(=O)CN1C(=O)CCC1=O	-7	i	0	-6	6	-1	4	-2	3	/
O=C1CN(C(=O)c2cc3ccccc3o2)c2ccccc2N1	-2	i	-6	18	/	/	-3	11	-21	1
Cc1ccc(C(=O)N2C(=S)C(c3ccc(F)cc3)=NC23CCN(C)CC3)cc1	0	i	5	27	7	1	2	2	16	-4
Brc1ccccc1C1N=C(c2ccccc2)NO1 (stereo not given)	20	i	4	19	3	0	-4	9	-3	5
CN(C)S(=O)(=O)c1cccc(NC(=S)NCc2ccco2)c1	6	i	7	23	0	-1	-2	-1	-4	1
COc1ccccc1CNC(=O)CSc1nc(N)c(C#N)c(-c2cccs2)c1C#N	10	i	-1	1	0	-3	2	-12	-10	7
Cc1c(Cl)c([N+](=O)[O-])nn1CC(=O)NCCCN1CCOCC1	-1	i	-9	7	-3	4	2	13	-3	-3
Cc1c(CCC(=O)O)c(=O)oc2cc(O)ccc12	-5	i	-2	15	-254	1	2	-8	16	-1

Bioassay records deposited in PubChem BioAssay by several laboratories.
